From PubChem BioAssay
Mdm2 ligase inh – blocks human Mdm2 ubiquitin ligase activity. Q00987. hit rate 0.11% among 210,000. signal enhancement, % at 5 µM. AID 1230. cell-based MDM2 ubiquitination luciferase reporter, 2 h; 0 = plate control, 100 = twice control, blank-subtracted;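 active = signal enhancement of 30% or more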;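 also: luminescence tracks abundance of the self-degrading MDM2-luciferase fusion protein; higher signal means inhibition of MDM2 E3 ligase activity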
Target sequence (Q00987 whole entry, looked up, the tested form may be a part): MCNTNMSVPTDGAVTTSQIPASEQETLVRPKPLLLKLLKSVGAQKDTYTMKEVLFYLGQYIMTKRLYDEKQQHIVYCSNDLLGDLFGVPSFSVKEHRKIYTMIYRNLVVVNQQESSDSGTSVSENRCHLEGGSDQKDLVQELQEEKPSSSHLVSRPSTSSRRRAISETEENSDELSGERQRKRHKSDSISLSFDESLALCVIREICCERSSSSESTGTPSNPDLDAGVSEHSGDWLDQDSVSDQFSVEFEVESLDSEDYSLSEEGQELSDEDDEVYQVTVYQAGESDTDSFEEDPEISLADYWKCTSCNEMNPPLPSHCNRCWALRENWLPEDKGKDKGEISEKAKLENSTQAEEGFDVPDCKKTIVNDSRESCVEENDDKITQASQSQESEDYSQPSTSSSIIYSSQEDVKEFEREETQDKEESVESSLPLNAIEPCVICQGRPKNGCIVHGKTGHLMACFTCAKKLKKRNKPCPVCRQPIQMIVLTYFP
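Assay system: mammalian cells stably expressing self-ubiquitinating, self-degrading MDM2 E3–luciferase fusion. Quantity: 2000 cells in each well. Medium: DMEM culture medium. Compound dosing: single-point 5 µM. Timing: cell settling 4 h, compound treatment 2 h, both 37 °C. Technique: luciferase luminescence. Read-out basis: percent signal gain over controls, blank-subtracted. Benchmarks: plate controls and plate blanks.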
S1P4 antag – human S1P4 receptor antagonism. S1P4-expressing cells, antagonist mode, reporter read-out. inhibition, % at 4.98 µM. AID 1510. hit rate 0.26% among 220,000. O95977; in the data active = inhibition above about 29%;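 also: 0% = wells stimulated with agonist and 100% = vehicle wells without agonist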
Target sequence (O95977 whole entry, looked up): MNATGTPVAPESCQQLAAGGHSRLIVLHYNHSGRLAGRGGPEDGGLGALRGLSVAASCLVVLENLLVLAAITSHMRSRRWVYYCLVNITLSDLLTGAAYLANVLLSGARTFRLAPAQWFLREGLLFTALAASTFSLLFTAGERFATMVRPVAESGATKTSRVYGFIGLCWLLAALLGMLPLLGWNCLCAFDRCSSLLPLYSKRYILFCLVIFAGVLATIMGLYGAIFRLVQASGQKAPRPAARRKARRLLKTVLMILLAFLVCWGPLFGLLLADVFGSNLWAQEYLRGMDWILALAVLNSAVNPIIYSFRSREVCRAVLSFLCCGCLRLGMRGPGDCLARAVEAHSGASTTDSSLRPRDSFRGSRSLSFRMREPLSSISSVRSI
Ba/F3 V617F tox – reduce viability of Ba/F3 cells dependent on JAK2V617F; Ba/F3 EpoR-JAK2V617F viability, ATP luminescence; AID 1446; inhibition, % at 5.6 µM; hit rate 1.1% among 220,000;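 active = inhibition above the campaign mean plus 3 SD over all tested compounds, cut at about 24% in these data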;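 also: cytokine-independent growth of Ba/F3 cells driven by EpoR plus mutant JAK2; 0% = DMSO-treated cells and 100% = JAK inhibitor I control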
S1P4 agonist – human S1P4 receptor agonism; S1P4-expressing cell line, agonist reporter assay; activation, % at 4.98 µM; hit rate 0.35% among 220,000; AID 1509; in the data active = activation above about 11%;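 also: 0% = DMSO vehicle and 100% = reference agonist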
NPY-Y2 PAM-ag – potentiators or agonists of human neuropeptide Y receptor Y2 | cells expressing NPY-Y2, potentiator/agonist read-out | hit rate 0.45% among 220,000 | activation, % at 3.6 µM | P49146; in the data active = activation above about 27%;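 also: cells stimulated with NPY near EC25 plus isoproterenol at EC100; 0% = vehicle plus submaximal agonist and 100% = vehicle plus saturating agonist; some results beyond the cut were filed as inactive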
PERK inh – blocks human PERK kinase; AID 1416; Q9NZJ5; CHO PERK-DD fusion, SEAP luminescence translation reporter; inhibition, % at 5.6 µM; hit rate 0.17% among 220,000;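 active = inhibition above the mean inhibition of all tested compounds plus 3 SD, set separately per screening campaign, cut at about 2.9% in these data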;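 also: PERK kinase domain activated by AP20187 dimerizer at 100 nM; 0% = DMSO with dimerizer and 100% = rapamycin at 8.4 µM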
BaF3 parental – counter-screen for JAK2V617F inhibitors: parental Ba/F3 viability inhibitors; CellTiter-Glo ATP luminescence; inhibition, % at 5.6 µM; hit rate 1.1% among 220,000; AID 1486;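 active = inhibition above a per-campaign cutoff, the mean inhibition of all tested compounds plus 3 SD, cut at about 27% in these data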;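 also: 0% = DMSO wells and 100% = JAK Inhibitor I control wells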
eIF4E 4G PPI – blocks eIF4E binding to eIF4G. inhibition, % at 21.7 µM. TR-FRET eIF4E-eIF4GI(517-606) binding, 2 h. AID 782. P63073+Q04637. hit rate 0.37% among 220,000;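 active = inhibition above about 30%, limit read from the data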;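 also: 0% = full FRET control wells and 100% = background wells lacking eIF4GI fragment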
Wee1 stabilizer – blocks degradation of human Wee1 kinase | P30291 | HeLa Luc-Wee1K328M stability, luciferase luminescence; 100% = proteasome inhibitor MG132 effect | reporter increase, % at 5 µM | hit rate 1.2% among 220,000 | AID 1321;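 active = activation above the mean of all tested compounds plus 3 SD, set per screening run, cut at about 8.8% in these data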;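 also: cells exposed to compound for 20 h before luminescence read; 0% = DMSO alone and 100% = MG132 at 30 µM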
Starred values were filed as active, the others as inactive; . = not tested or not shown; [ ] = remark or other dose.

canonical_smiles	NPY-Y2 PAM-ag	Ba/F3 V617F tox	BaF3 parental	Mdm2 ligase inh	PERK inh	S1P4 agonist	eIF4E 4G PPI	S1P4 antag	Wee1 stabilizer
O=C(CSc1nnc2scc(-c3ccccc3)n12)NCC1CCCO1 (stereo not drawn)	8	-2	-2	21	-0.2	3.6	-5	14	-2
CC1CCN(C(=O)CSc2nc(N)cc(N)n2)CC1	10	3	6	-4	1.9	1.8	-3[fluorescence artefact?]	-22	7
COc1ccc2c(=O)c3c(=O)n(CCc4ccccc4)c(C(C)C)nc3oc2c1	-16	0	1	-2	-1.3	1.4	9	3	-2
O=C(NCCNS(=O)(=O)c1ccc(Cl)cc1)c1cc(OCC(F)(F)F)ccc1OCC(F)(F)F	8	2	8	-2	0.3	-1.6	2[fluorescence artefact?]	-19	2
Cc1[nH]c2ccccc2c1C(=O)CN1CCN(C2CCCCC2)CC1	-19	-2	1	3	-1.3	-0.8	1	-10	-4
Cc1oc(C)c(C(N)=O)c1C(N)=O	21	-1	3	-13	-0.2	1.9	-5	-7	0
CSc1nc(N)nc(SCC(=O)OC(C)C)c1C#N	-12	0	3	3	-0.9	0.2	-1	-1	3
Cc1cc(=O)n2[nH]c(-c3cccnc3)nc2n1	4	4	3	-9	0.5	-0.5	.	12	3
O=C1CCc2cc(S(=O)(=O)N3CCN(c4cccc(Cl)c4)CC3)ccc2N1	11	0	3	-18	0.6	-0.4	-5[fluorescence artefact?]	3	0
O=C1CC(N(Cc2ccc3c(c2)OCO3)C(=O)Nc2ccc(F)cc2)C(=O)N1c1ccccc1 (stereo not drawn)	23	-6	0	-12	-0.4	1.4	0	12	-2
c1cc2c(cn1)cnc1cscc12	12	-4	-1	-7	1.9	0.8	0	-27	-2
O=C(C1CC(=O)N(C2CCCC2)C1)N1CCC(Cc2ccccc2)CC1 (stereo not drawn)	-8	-1	6	-10	-0.2	1.5	7	-30	-3
O=C(Nc1nccs1)c1ccc2c(=O)n3c(nc2c1)CCCCC3	11	0	8	-27	-0.2	1.1	5	-9	4
COCCNc1cc(C)c(C#N)c2nc3ccccc3n12	2	2	0	-10	-0.1	0.6	9	9	1
CN(C)[C@@H](CO)c1nnc([C@H](Cc2ccc(O)cc2)NC(=O)C2CCNCC2)o1	-26	3	0	.	0.8	-0.9	1	2	-1
COc1ccc(C2C(C#N)=C(N)Oc3cc(C)n(Cc4ccco4)c(=O)c32)cc1 (stereo not drawn)	6	-5	3	-9	2.8	0.9	2[fluorescence artefact?]	-26	1
CC(C)C1Cc2c(C#N)c(N)sc(=S)c2CO1 (stereo not drawn)	-4	2	6	-4	-0.1	-1.4	-43[fluorescence artefact?]	-9	2
Nc1cc2nc[nH]c2cc1N	0	-3	5	-33	1.1	-0.3	36*	-25	3
O=C(CN1C(=O)C2C3c4ccccc4C(c4ccccc43)C2C1=O)N1CCOCC1 (stereo not drawn)	15	-3	-1	-16	1.4	1.6	-3	-3	-1
Nc1ncnc(Nc2ccccc2C(F)(F)F)n1	0	-2	1	-16	1.5	1.8	5[fluorescence artefact?]	-7	2
Cc1ccc2c(C(=O)CN3CCCC3)c(C)[nH]c2c1	5	-3	0	-7	1.3	1.4	-2	-9	-1
CS(=O)(=O)/C(C#N)=C/c1c(-c2ccccc2)nc2n1CCS2	-3	-4	-2	3	-0.5	1.1	-8	-7	2
CN(CC(=O)NC(=O)NCc1ccccc1)Cc1ccc(Cl)c(Cl)c1	-5	-3	4	0	-0.4	-0.9	13	3	3
Cn1nc(C(F)(F)F)c(-c2cccc(C(F)(F)F)c2)c1NC(=O)CSCC(=O)O	-17	0	-3	-6	-0.5	0.3	2	-2	-1
O=C1N=C(N2CCOCC2)S/C1=C\C=C/c1ccccc1	-5	0	6	-11	1.6	-0.2	4[fluorescence artefact?]	-9	-1
Cc1cc(C)c2c(N)c(C(=O)NC3CCCC3)sc2n1	-9	-3	-4	-21	-0.3	-1.1	1	-18	7
C=CCn1c(C)nc2c(sc3nc4c(cc32)COC(C)(C)C4)c1=O	2	2	7	-12	0.1	0.8	6	-8	2
CCOC(=O)c1cc(-c2ccccc2)n(CC(=O)O)c1C	-9	0	4	2	0.4	1.3	0	-25	0
COC(=O)c1cn(C(=O)c2ccc(Br)o2)c2ccccc12	11	1	5	-3	-0.7	-0.7	-3	-9	2
COc1ccc(-c2nc(C)sc2CC(=O)O)cc1	12	0	4	16	0.6	0.8	4[fluorescence artefact?]	-16	-1

Additional records follow.
canonical_smiles	NPY-Y2 PAM-ag	Ba/F3 V617F tox	BaF3 parental	Mdm2 ligase inh	PERK inh	S1P4 agonist	eIF4E 4G PPI	S1P4 antag	Wee1 stabilizer
Cc1cccc(NC(=O)CCc2ccccc2)c1	1	2	8	-11	0.8	0.5	0	-19	1
CC(=O)NCCC(=O)Nc1nc(-c2ccccc2Cl)cs1	12	2	1	-8	-0.3	0.5	0	0	-3
Cc1ccsc1C(=O)N1CCCC(CCC(=O)NCc2ccccc2F)C1 (stereo not drawn)	-2	0	6	-17	0.1	-0.3	2	-18	-4
COCCNc1nc(SCC(=O)N2CCN(c3ccccc3)CC2)nc2ccccc12	-5	-1	4	0	-1.5	0.0	-1	-25	4
Cc1ccc(N(C(=O)Cn2nnc3ccccc32)C(C(=O)NC2CCCCC2)c2cn(C)nc2C)cc1 (stereo not drawn)	-1	1	7	6	0.0	1.2	-3	-1	-3
Cc1ccc(-c2cc(C(=O)N/N=C/c3c(C)nn(C)c3C)c3ccccc3n2)c(C)c1	-8	-3	2	-17	-1.6	1.3	-8	-3	-1
COc1cc(/C=C/C(=O)O)ccc1OCc1cnc(Cl)s1	2	2	1	-25	0.1	-0.5	-2	-2	-2
O=C(/C=C/c1ccccc1)Nc1ccc(Cl)cn1	-7	2	10	-4	0.8	-0.7	1	-10	11*
CC(NC(=O)C1CCCN1S(=O)(=O)c1cccc2cccnc12)c1ccccc1 (stereo not drawn)	2	0	5	-7	-0.6	-2.2	2	-9	-3
CCn1nnc(C(=O)O)c1C(=O)O	2	-4	3	-5	1.8	2.7	5	5	2
Cc1cnc(C(=O)Nc2ccccc2-c2ccc(C)o2)cn1	56*	-2	2	3	0.6	-0.9	-5	5	0
CC(C)c1nnc(NC(=O)CCCC(=O)O)s1	-5	5	4	-6	0.6	-1.2	6	16	-2
CC1Cc2ccccc2N1C(=O)CSc1ncc(-c2ccc(F)cc2)n1C (stereo not drawn)	-10	0	4	-18	-0.3	1.7	1	-18	0
O=C(O)c1ccc(-c2ccc(/C=N/Nc3ccc([N+](=O)[O-])cc3)o2)cc1	6	-1	2	-5	-0.4	3.0	9	6	0
CCCCNCC(=O)Nc1ccc(NC(=O)CNCCCC)cc1	1	-3	1	-6	-0.1	-0.2	5	-4	-4
CCOc1cccc2sc(N(CCN(C)C)C(=O)c3ccc(Br)s3)nc12	6	1	6	-16	0.3	0.7	-4	2	-1
COc1ccc(NC(=O)CN(C)S(=O)(=O)c2ccc(Cl)cc2)c([N+](=O)[O-])c1	12	-6	-2	5	2.2	-1.9	1	4	-1
CCSc1ccccc1C(=O)N1CCCC1	3	7	15	-26	0.4	2.3	6	-3	-1
O=C(Nc1nncs1)C1(c2ccccc2)CCCC1	16	-2	2	-21	0.1	2.8	1	-9	7
CC(=O)NC(Cc1c[nH]c2ccccc12)C(=O)OCC(=O)Nc1ccc2c(c1)OCO2 (stereo not drawn)	5	-2	3	-13	0.5	1.8	0[fluorescence artefact?]	2	2
CCOc1ccc(C(=O)OCC(=O)c2c(N)n(C)c(=O)n(C)c2=O)cc1OCC	-4	-1	-1	-11	-0.3	-0.6	-7[fluorescence artefact?]	-10	1
Cc1ncsc1CCSc1n[nH]c(=O)n1-c1ccccc1	-10	-4	1	-13	-1.1	-0.3	-12[fluorescence artefact?]	0	-1
O=c1c2ccccc2nc2ccc(NCc3ccco3)nn12	-20	-3	-2	-16	-0.2	0.2	8	2	-1
Cc1cccc(N(Cc2cc3ccccc3[nH]c2=O)S(C)(=O)=O)c1	-2	0	7	1	0.1	1.3	-2	-6	-2
CCCNC(=O)CN(c1ccc(F)c(Cl)c1)S(C)(=O)=O	5	-4	4	-12	0.8	0.0	1	22	0
O=C1Nc2c(c(=O)[nH]c(=O)n2-c2ccccc2)C(C(F)(F)F)(C(F)(F)F)N1	-12	-5	1	-11	0.5	2.7	5	-16	-3
COCCCNC(=O)Cn1cc(C(=O)C2CC2)c2ccccc21	-1	-2	1	-5	-0.1	-0.3	-2[fluorescence artefact?]	11	4
c1coc(-c2nnc3sc(Cc4cccs4)nn23)c1	-1	-1	2	5	-0.4	-0.9	14	-14	0
CC1CCc2c(sc3nc(CSc4nnnn4C)[nH]c(=O)c23)C1 (stereo not drawn)	3	3	-7	-5	-0.9	0.1	4	3	1
CS(=O)(=O)n1nc(OC(=O)c2cccc3ccccc23)cc1N	-14	3	1	-7	0.0	1.1	3	-1	-3

Next part:
canonical_smiles	NPY-Y2 PAM-ag	Ba/F3 V617F tox	BaF3 parental	Mdm2 ligase inh	PERK inh	S1P4 agonist	eIF4E 4G PPI	S1P4 antag	Wee1 stabilizer
OC1(c2ccc(Cl)cc2)CCN(Cc2nc(-c3cnccn3)no2)CC1	-16	1	3	-5	1.7	2.0	0	-26	2
CCn1c(C)nc2cc(S(=O)(=O)C(F)(F)F)ccc21	0	-1	3	-4	0.5	0.4	-2	-9	2
CCc1c(C)[nH]c2ccc(C)cc2c1=O	1	1	7	7	1.1	0.4	2	-4	-2
O=C(Nc1ccc(Br)cc1)N1CCCCCCC1	-12	-3	4	3	0.5	-3.0	-3	3	-2
O=c1cc[nH]c2c(Cl)cccc12	-6	-6	1	-20	0.1	-1.5	7	1	0
